Screens: PubChem, National Center for Advancing Translational Sciences (NCATS)
PI5P4Ka inh: PI5P4K alpha (human) kinase inhibition; actives 1.2% (n = 330,000); max response, %; PI5P4Kalpha enzyme, ADP-Glo luminescence, 60 min; active compounds read low; active = max response of -50% or lower; inconclusive = between -30% and -50%; inactive = -30% or higher; note: value at the top dose of about 77 µM; % is set by controls: 0 for no effect and ±100 for the full control effect
Target sequence (P48426 whole entry, looked up): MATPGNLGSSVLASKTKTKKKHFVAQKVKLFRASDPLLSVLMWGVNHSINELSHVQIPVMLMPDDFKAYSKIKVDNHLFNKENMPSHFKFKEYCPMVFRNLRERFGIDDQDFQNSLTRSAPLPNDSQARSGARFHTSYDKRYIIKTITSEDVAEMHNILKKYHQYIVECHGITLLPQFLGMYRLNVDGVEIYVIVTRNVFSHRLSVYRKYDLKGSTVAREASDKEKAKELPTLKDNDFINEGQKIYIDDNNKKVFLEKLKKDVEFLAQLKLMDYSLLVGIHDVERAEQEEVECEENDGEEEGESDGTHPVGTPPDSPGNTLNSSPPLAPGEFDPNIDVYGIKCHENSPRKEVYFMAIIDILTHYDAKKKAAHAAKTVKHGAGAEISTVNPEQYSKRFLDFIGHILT
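ADP-Glo luminescence end-point read after a 60 min room-temperature kinase reaction of PI5P4Kalpha plus substrate, initiated with ATP at 5 microM final. Buffer: 0.038 M HEPES pH 7.4, EGTA, 0.1% CHAPS, 5% DMSO.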
EPAC1 agonist: EPAC1 (human) agonism; O95398; EPAC1 agonist qHTS, biochemical assay; response scale: 100% = response to 6.5 mM cAMP; Potency, µM (doses to about 154 µM), for the others: at the highest dose activation, most hits filed as activators; actives 0.073% (n = 360,000); note: potency is the fitted concentration of half-maximal effect; nearly all actives have a fitted effect of over 60% in size
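Nucleotide exchange assay: 100 nM EPAC1 with 250 nM Rap1B loaded with BODIPY-GDP and 50 uM GDP, room temperature. Fluorescence (480/540 nm) read every 5 min for 30 min; signal change normalized to 6.5 mM cAMP as full agonist.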
Abeta rescue: A-beta toxicity reversal in yeast. Potency, µM (titrated, usually from 46.1 µM), without a hit: top-dose growth rescue, hits mostly activators. AID 1347071. actives 0.063% (n = 410,000). yeast expressing A-beta42, growth rescue, OD600, 48 h; response scale: 0% DMSO, 100% iron-clioquinol control; note: potency is the fitted concentration of half-maximal effect; nearly all actives have a fitted effect of over 55% in size
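Yeast A-beta toxicity model in growth medium with pinned compounds, 48 h at 30 C; growth read as absorbance at 600 nm. Normalized to FeCl3/clioquinol equimolar mix (positive) and DMSO (negative).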
WRN helicase inh: WRN helicase (human) inhibition; actives 0.46% (n = 360,000); Potency, µM (titrated, usually from 114 µM), for the others: at the highest dose activity change, negative = inhibition, usual class: inhibitors; WRN helicase unwinding, fluorescent forked duplex, kinetic; AID 651768; note: potency is the fitted concentration of half-maximal effect; % is set by controls: 0 for no effect and ±100 for the full control effect; nearly all actives have a fitted effect of over 55% in size
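WRN at 20 nM final preincubated with compound 15 min at room temperature; reaction started with 100 nM fluorophore/quencher forked duplex oligonucleotide and 2 mM ATP final. Unwinding followed kinetically by red fluorescence (ex 525, em 598 nm).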
FUS yeast rescue: FUS proteinopathy suppression in yeast; S. cerevisiae FUS-expressing, growth rescue, OD600, 24 h; Potency, µM (series often up to 76.6 µM), without a hit: top-dose growth rescue (activation), hits mostly activators; actives 0.24% (n = 390,000); AID 1347120;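 note: potency is the fitted concentration of half-maximal effect; plate controls were DMSO vehicle for no effect and reference control for full effect; nearly all actives have a fitted effect of over 55% in size; some results filed as inactive show a strong effect at the top dose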
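Cultures pregrown in 2.5% raffinose medium are shifted to minimal medium containing 2% galactose to express toxic FUS. Compounds are tested at several concentrations. After 24hr at 30C, growth is quantified at 600 nm absorbance.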
PLK1 PBD block: inhibitors of human PLK1 polo-box domain binding | P53350 | Plk1 PBD binding of FITC phosphopeptide, fluorescence polarization | Potency, µM, for the others: max response, negative = inhibition, actives largely listed as inhibitors | actives 2.8% (n = 360,000) | AID 720504; note: potency is the fitted concentration of half-maximal effect; series mostly up to about 57 µM; % is set by controls: 0 for no effect and ±100 for the full control effect; nearly all actives have a fitted effect of over 65% in size
Target sequence (P53350 whole entry, looked up, the tested form may be a part): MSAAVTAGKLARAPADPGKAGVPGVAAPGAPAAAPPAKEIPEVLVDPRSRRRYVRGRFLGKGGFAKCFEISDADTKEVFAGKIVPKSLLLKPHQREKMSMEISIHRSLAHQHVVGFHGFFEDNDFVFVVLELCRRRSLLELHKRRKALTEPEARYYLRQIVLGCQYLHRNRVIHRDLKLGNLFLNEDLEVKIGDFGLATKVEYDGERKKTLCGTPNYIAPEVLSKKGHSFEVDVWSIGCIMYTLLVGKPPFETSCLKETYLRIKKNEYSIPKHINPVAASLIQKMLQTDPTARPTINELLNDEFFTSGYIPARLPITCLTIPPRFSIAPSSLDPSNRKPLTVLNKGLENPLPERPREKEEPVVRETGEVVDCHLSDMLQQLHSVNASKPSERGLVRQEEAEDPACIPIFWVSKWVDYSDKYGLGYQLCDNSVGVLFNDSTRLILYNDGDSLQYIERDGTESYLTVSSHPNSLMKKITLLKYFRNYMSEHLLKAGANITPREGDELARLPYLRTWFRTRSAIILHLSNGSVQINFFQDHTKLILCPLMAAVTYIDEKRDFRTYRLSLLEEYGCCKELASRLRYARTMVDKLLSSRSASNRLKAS
IL-2 act: activates IL-2 in a cell-based reporter assay. activation, % (series mostly up to about 46 µM). actives 0.065% (n = 360,000). IL-2 activation reporter assay, cell-based qHTS; stimulated with anti-CD3/CD4/CD28 beads; in transgenic mouse T cells; in the data active = activation above about 50%; inconclusive = mostly about 30% to 49%; note: 0% is about no effect
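Screening format: compound pinned onto unstimulated transgenic mouse T cells, 60 min incubation, then anti-CD3/anti-CD4/anti-CD28 bead stimulation for 18 hours at 37 degrees C, followed by EGFP and DsRed detection.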
EPAC1 antag: blocks human EPAC1 exchange factor. EPAC1 GEF assay, Rap1b-BODIPY-GDP exchange fluorescence. Potency, µM (highest dose often 115 µM), inactives show at the top dose activity change, negative = inhibition, most hits filed as inhibitors. actives 0.14% (n = 360,000);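 note: potency is the fitted concentration of half-maximal effect; plate controls were vehicle for no effect and positive control for full effect; nearly all actives have a fitted effect of over 50% in size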
* = called active by the depositor; ? = inconclusive; · = no result given; & = joins results of further samples; [ ] = dose if it differs, or a comment. Unless noted, calls come from the whole dose curve; as a rule, active = well fitted curve in the direction sought with a large enough effect; inconclusive = small, poorly fitted or top-dose-only effect, or another doubt; inactive = no such curve, though single readings can be large; an effect the other way counts as inactive or inconclusive.

molecule | Abeta rescue | EPAC1 antag | EPAC1 agonist | WRN helicase inh | PLK1 PBD block | FUS yeast rescue | IL-2 act | PI5P4Ka inh
COc1ccc(OCC(=O)Nc2ccc3c(c2)C(=O)NC3=O)cc1 | -14% | 4% | 8% | -8% | -3% | 4% | -1.5 | -4
COc1cccc(C(C2C(=O)CC(C)(C)CC2=O)C2C(=O)CC(C)(C)CC2=O)c1 | 4% | 2% | -6% | 8% | ? | -13% | -1.2 | 1
O=C(COC(=O)C1CCC(=O)N1)Nc1cccc([N+](=O)[O-])c1 (stereo not drawn) | -5% | ? | -2% | -10% | -6% | -35% | -0.5 | 3
Cc1c(C(C)(C)O)[nH]c2ccc(C#N)cc12 | 3% | -5% | 0% | -1% | -16% | -6% | -0.2 | 6
CCn1c(COc2cccc(C)c2)nc2ccccc21 | ? | -11% | -3% | -6% | -4% | -9%&0% | 0.5 | 7
O=S(=O)(O)c1ccc(O)c2cc(Nc3ccccc3)ccc12 | 10% | 10µM* | 19% | 0.95µM* | 4.7µM* | 27% | 0.1 | -105*
CCc1ccc(NC(=S)/N=C(\N)Nc2nc(C)c3cc(CC)ccc3n2)cc1 | 9% | -19% | -3% | 0% | -1% | 6% | -3.8 | 15
Cc1nc2ccccc2n1CC(=O)N/N=C/c1cccs1 | 8% | 16% | 5% | 6% | -4% | 3% | -3.9 | -5
CC1(C)Oc2ccc3ccc(=O)oc3c2/C(=C/Nc2ccccc2)C1=O | 22% | -11% | -7% | -7% | -9% | -17% | 7.1 | 0
CCCn1c(N)c(C(=O)CSc2nnc3n2CCCCC3)c(=O)n(C)c1=O | -3% | 2% | 2% | -8% | 0% | · | 1.5 | 6
CC1CCCC/C1=N\NC(=S)Nc1cccnc1 (stereo not drawn) | 15% | 11% | -2% | 4% | -16% | 26% | 1.9 | -10
Cc1ccc(-c2nc3nc4ccccc4nc3n2Cc2ccco2)cc1 | -7% | -5% | -1% | -2% | -15% | 24% | -0.1 | -12
CC12CCC(C/C1=N/O)C2(C)CBr (stereo not drawn) | 11% | 5% | 12% | -5% | -3% | -4% | 2.0 | -3
Cc1cc(C(=O)CSc2nnc(-c3ccc(Cl)cc3)n2C)c(C)n1CC1CCCO1 (stereo not drawn) | -13% | 8% | 1% | -4% | -13% | 35% | -1.8 | ·
CC(C)Cn1c(Br)nc2c1c(=O)n(CCC#N)c(=O)n2C | -24% | 3% | -4% | -1% | -10% | -22% | 1.1 | -2
O=C1NC[C@H](Cc2ccc(O)cc2)N(C[C@@H]2CCCN2C[C@H](Cc2ccccc2)N2C[C@H](Cc3ccc(O)cc3)N(CC3CCCCCC3)C(=O)C2=O)C1=O | -10% | -13% | 2% | -2% | -11% | 41% | 1.2 | ?
CCOC(=O)N1CCN(C(=S)Nc2ccccc2C)CC1 | -17% | 3% | 6% | -26% | -8% | · | 3.4 | -3
Cc1ccc(S(=O)(=O)N2CCc3ccccc3C2)cc1 | 5% | -9% | 12% | -6% | 2% | -26% | -1.8 | 1
C/C(=N\NC(=O)c1ccccc1Br)c1ccc(N2CCOCC2)cc1 | 11% | -15% | 11% | -2% | -3% | 9% | -1.9 | -1
O=c1[nH]cnc2nn(-c3ccccc3)nc12 | 1% | 3% | -5% | -25% | -11% | -3% | 1.6 | -12
CCOc1ccc(OCC)c(-c2c(=O)n(OCc3ccc(Cl)cc3)c3ccccc3[n+]2[O-])c1 | 15% | 11% | 0% | -2% | -3% | 21% | -3.3 | ·
COC(=O)c1n[nH]n(-c2ccc(F)c(Cl)c2)c1=O | -10% | -6% | -5% | -13% | 3% | -9% | 0.9 | 7
COc1ccc(-c2noc(CNC(=O)c3ccoc3C)n2)cc1 | -6% | -18% | -2% | 11% | -16% | 20% | 2.3 | -3
COC(=O)c1ccc(C(=O)OC)c(NC(=S)N2CCN(c3ccc(F)cc3)CC2)c1 | 3% | 2% | -2% | -34%[57.1 µM] | -1% | 21% | 0.7 | 5
CN(C)c1ccc(/C=C/c2cc[n+](C)cc2)cc1 | -20% | -19% | 2% | 79µM* | 29% | · | 10 | -12
COc1ccc(NC(=O)c2ccc3c(c2)C(=O)N(Cc2cccnc2)C3=O)c(OC)c1 | 14% | -24% | -4% | -8% | -4% | · | -0.4 | 8
Cc1ccc(NC(=O)CN2C(=O)S/C(=C\c3ccccn3)C2=O)cc1 | 5% | -21% | 1% | 0% | 4% | -21% | 1.1 | -5
O=S(=O)(O)c1ccc(Cl)c(Cl)c1 | 8% | 5% | -2% | 5% | 3% | -13% | 0.9 | -5
CS(=O)(=O)N(CC(=O)N1CCN(c2ccccc2F)CC1)c1cccc(C(F)(F)F)c1 | -14% | -20% | 8% | -10% | -8% | 35% | -3.8 | ·
CCCn1c(N)c(N(CCOC)C(=O)COC(=O)CSc2cc(C)c3ccccc3n2)c(=O)[nH]c1=O | 7% | -23% | -3% | -3% | -10% | 17% | 0.4 | 2
Cc1ccc(Cn2c(CCCO)nc3ccccc32)cc1 | 1% | -6% | -1% | -17% | -6% | 1% | -1.0 | -3
Cc1ccc(S(=O)(=O)NC2=NCN(CCOC(=O)c3ccccc3)CN2)cc1 | 12% | 3% | -6% | 6% | -1% | 18% | -0.2 | ·
O=S(=O)(NCc1cn2ccccc2n1)c1cccs1 | -13% | -3% | -12% | 5% | 3% | -34% | -2.8 | 7
COc1ccc(-c2nn(-c3ccccc3)cc2CO)cc1 | 12% | 1% | 6% | 5% | -2% | -15% | 0.3 | -4
Cc1cc(NC(=O)CSc2nc3cc(Cl)ccc3o2)no1 | -1% | -7% | 8% | -7% | 3% | -1% | -0.5 | -1
CCOC(=O)CC1(NC(=O)C2CCC(=O)N(CCc3ccc(OC)cc3)C2)CCCCC1 (stereo not drawn) | 2% | 17% | -11% | 5%[57.1 µM] | 1% | 10% | -3.9 | 4
COC(=O)Nc1nnc(Cc2ccc(Cl)cc2)s1 | 17% | 2% | 6% | -1% | -5% | 8% | -2.6 | 0
Cc1ccc(C)c(S(=O)(=O)/N=C2\C=C(NS(=O)(=O)c3ccccc3)C(=O)c3ccccc32)c1 | 21% | 10% | 11% | -16%[11.6 µM] | 27µM* | 28% | -1.5 | -18
COC(=O)C1=C(C)n2nnnc2NC1c1cc2ccccc2o1 (stereo not drawn) | 23% | -16% | -7% | -6% | 1% | 14% | -1.8 | ·
CC1OC(COCc2ccccc2)Cc2[nH][nH]c(=O)c21 (stereo not drawn) | -8% | 2% | -1% | 2% | -1% | -14% | 4.0 | -1
CCOC(=O)N1CCC(NC(=O)CS(=O)(=O)Cc2nc(-c3ccc(C)cc3)oc2C)CC1 | -4% | ? | -18% | 11% | 3% | -6% | -1.6 | 4
O=C(CCc1c[nH]c2ccccc12)OCC(=O)N1CCN(S(=O)(=O)c2ccccc2)CC1 | -9% | -3% | 1% | -1% | -9% | 1% | -0.2 | 4
COc1cc(/C=C(\C#N)C(=O)NCC2CCCO2)cc(OC)c1OC (stereo not drawn) | 24% | 12% | 8% | -10% | -1% | 3% | -0.2 | 0
COc1ccc(/C=C/C(=O)NCCc2c[nH]c3ccccc23)cc1OC | 14% | -13% | -8% | 5% | -2% | 22% | 0.7 | 2
CCCn1c(N)c(N(CCOC)C(=O)c2cccc(F)c2)c(=O)[nH]c1=O | -16% | 16% | -1% | -2% | -13% | 27% | 3.1 | 5
COc1ccc(C2CC(c3cccc(OC)c3OC)n3nnnc3N2)cc1 (stereo not drawn) | 13% | 2% | -3% | 2% | 0% | 7% | 0.9 | 2
Cc1ccc(S(=O)(=O)CCC(=O)OCC(=O)NCCc2ccc(F)cc2)cc1 | -19% | 9% | 13% | 13% | -4% | 3% | -3.5 | -1
CC(C)(CNC(=O)C1c2ccccc2-c2ccccc21)N1CCOCC1 | 5% | -9% | 6% | -1% | 36%[activator] | 17% | 0.4 | 9
Cc1ccc(CC(=O)O/N=C(\N)c2ccncc2)cc1 | 12% | -10% | 1% | 3% | -12% | -5% | -1.2 | -2
Cc1c(NC(=O)CC(=O)Nc2c(C)n(C)n(-c3ccccc3)c2=O)c(=O)n(-c2ccccc2)n1C | -7% | 11% | 9% | -5% | -6% | 5% | -1.4 | ·

Some entries already given with just EPAC1 agonist:
molecule | EPAC1 agonist
Cc1ccc(S(=O)(=O)N2CCc3ccccc3C2)cc1 | 12%
C/C(=N\NC(=O)c1ccccc1Br)c1ccc(N2CCOCC2)cc1 | 11%

Following part
molecule | Abeta rescue | EPAC1 antag | EPAC1 agonist | WRN helicase inh | PLK1 PBD block | FUS yeast rescue | IL-2 act | PI5P4Ka inh
CCn1ccnc1CN1CCC(CO)(CCOc2ccccc2)CC1 | -18% | -19% | 1% | 2% | -5% | 18% | -1.7 | 2
Cc1c(C(=O)N2CCCCC2)oc2ccccc12 | 6% | 1% | 4% | -25% | 0% | -6% | 1.7 | 2
CCCCOC(=O)Nc1nnc(-c2ccccc2OC)s1 | 1% | 12% | 8% | -3% | -7% | 14% | 0.2 | -1
COc1ccc(NC(=O)c2sc3nc(N4CCCC4)c4c(c3c2N)CC(C)(C)OC4)cc1 | 1% | -10% | 10% | -7% | -9% | 22% | -0.3 | 6
COc1cccc(N=Nc2c(N)[nH][nH]c2=O)c1 | 7% | -13% | -4% | -6% | -8% | · | -0.5 | -18
COC(=O)[C@@]12C[C@@H](CC(=O)NCC34CC5CC(CC(C5)C3)C4)C(=O)N(Cc3ccco3)C1=CCC(C)(C)C2 | 14% | -17% | -13% | -7% | -5% | ? | -0.1 | 0
COc1ccc(-c2nc(C#N)c(N3CCc4ccccc4C3)o2)cc1OC | -7% | -17% | 10% | -18% | -9% | ? | 0.2 | ·
CCN(C)C1CN(Cc2cn(Cc3ccc(Cl)cc3)nn2)S(=O)(=O)C1 (stereo not drawn) | -9% | 5% | 3% | -3% | 0% | -16% | -0.3 | 0
O=C1/C(=C/c2ccncc2)SC(=S)N1Nc1ccccc1 | -94%[inhibitor] | -13% | 14% | -19% | 5.3µM* | 14% | -2.6 | -11
CCOC(=O)c1sc(NC(=S)NC(=O)c2cccc(Cl)c2)c(C(=O)OCC)c1C | -4% | -8% | -2% | 12% | -9% | 9% | -1.2 | -9
N=C(N)SCc1ccc(O)c([N+](=O)[O-])c1 | -9% | 1% | -14% | 1% | -28% | 0% | -1.1 | -8
COc1ccc2[nH]c3c(c2c1)CCN1C(=O)C(CC(=O)NCCC2=CCCCC2)C[C@H](C(=O)N2CCOCC2)[C@@]31C (stereo partly drawn) | -4% | -15% | 2% | 1% | ? | 32% | 0.8 | -21
